Screens: PubChem, several laboratories
E-sel TNF inh: TNF alpha driven E-selectin expression inhibition | HUVEC TNFa-induced E-selectin immunofluorescence, high content | inhibition, % at 2 µM | actives 0.71% (n = 120,000);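 active = inhibition above the batch mean plus 3 SD, and confirmed as a hit on visual image review, cut at about 43% in these data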;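 note: 0% = TNF-stimulated DMSO wells and 100% = unstimulated control wells; not every result past the cut was called active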
MRP1 act: MRP-1 activation; H69AR cells + doxorubicin, viability rescue, CellTiter-Glo; viability increase, % at 10 µM; actives 0.61% (n = 140,000);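 active = viability gain under doxorubicin at or above a set limit, the compound median plus 3 SD, cut at about 4.7% in these data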;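 note: MRP-1 overexpressing cells given doxorubicin 25 µM after compound pretreatment; 18-22 h compound pretreatment then 72 h with doxorubicin before readout; 0% = doxorubicin-only wells and 100% = vehicle-treated cells without doxorubicin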
BB579 growth dn: reduces growth of yeast BB579 in restrictive medium. actives 0.51% (n = 140,000). S. cerevisiae BB579 growth, OD615, 48 h. inhibition, % at 10 µM;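 active = inhibition above a set limit, 3 SD over the mean compound inhibition, cut at about 44% in these data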; note: inactives centre near -24
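System: DeaD yeast strain BB579; buffer or medium: CSMM-D dextrose restrictive medium; technique: OD at 615 nm; schedule: 4 h cell preincubation, 48 h compound exposure, 30 °C humidified; doses: single 10 µM dose; controls: amphotericin B 10 µg/mL, positive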
Measles CPE: protection of cells from measles virus; AID 841; actives 1.5% (n = 140,000); protection (pct of control), % at 4 µM; Measles virus-infected cells, CPE protection, absorbance; in the data active = protection mostly above about 24%, no sharp cut-off; inactive = mostly below about 26%; note: some compounds called inactive have numbers as strong as hits
PTEN del growth: PTEN-deleted cell growth suppression; HCT116 PTEN-null viability, CellTiter-Glo, 60 h; active compounds read low; actives 1.2% (n = 140,000); viability, % at 10 µM;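 active = viability at or below a set limit, 4 SD under the median of all tested compounds, cut at about 3.7% in these data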;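 note: PTEN knockout HCT116 line with beta catenin targeted HCT116 as companion control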
NPY Y2 blocker: blocks the human neuropeptide Y Y2 receptor. P49146. NPY-Y2 expressing cells, antagonist mode. inhibition, % at 2.7 µM. actives 0.99% (n = 140,000). AID 793; in the data active = inhibition above about 17%;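 note: 0% = vehicle with agonist challenge and 100% = reference antagonist with challenge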
Target sequence (P49146 whole entry, looked up): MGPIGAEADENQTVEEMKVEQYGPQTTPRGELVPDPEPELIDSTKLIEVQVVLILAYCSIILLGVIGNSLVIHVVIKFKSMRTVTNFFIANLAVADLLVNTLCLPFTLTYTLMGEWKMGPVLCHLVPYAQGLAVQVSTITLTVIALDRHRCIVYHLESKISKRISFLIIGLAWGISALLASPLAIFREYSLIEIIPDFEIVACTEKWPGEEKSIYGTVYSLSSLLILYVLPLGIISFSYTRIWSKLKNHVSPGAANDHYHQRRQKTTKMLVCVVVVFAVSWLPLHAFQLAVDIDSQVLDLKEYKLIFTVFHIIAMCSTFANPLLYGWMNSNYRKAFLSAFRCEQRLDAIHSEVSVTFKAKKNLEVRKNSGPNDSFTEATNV
Phagocytosis inh: macrophage phagocytosis inhibition. J774A.1 macrophage IgG-bead phagocytosis, imaging. inhibition, % at 5 µM. actives 0.07% (n = 110,000);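 active = inhibition above the mean of the plate negative controls plus 5 SD, cut at about 13% in these data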;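 note: phagocytic index as fraction of beads internalized from green versus red external bead signal; plate controls were DMSO negative control for no effect and cytochalasin-D positive control for full effect; some results beyond the cut were filed as inactive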
bCat KO growth: beta-catenin-lacking colon tumor cell growth suppression. actives 1.5% (n = 140,000). AID 818. HCT116 beta-catenin knockout viability, CellTiter-Glo, 60 h; active compounds read low. viability, % at 10 µM;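 active = viability at or under a set limit, the compound median less 4 SD, cut at about 6% in these data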;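 note: 0% = Hyamine 1622 control at 20 µM and 100% = untreated cell control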
GALR2 blocker: blocks the human galanin receptor 2; actives 0.39% (n = 140,000); inhibition, % at 4 µM; GALR2-expressing cells, antagonist mode; O43603; in the data active = inhibition above about 27%;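 note: cells stimulated with galanin 1-16 at roughly its EC80; 0% = agonist challenge control and 100% = basal control without agonist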
Target sequence (O43603 whole entry, looked up): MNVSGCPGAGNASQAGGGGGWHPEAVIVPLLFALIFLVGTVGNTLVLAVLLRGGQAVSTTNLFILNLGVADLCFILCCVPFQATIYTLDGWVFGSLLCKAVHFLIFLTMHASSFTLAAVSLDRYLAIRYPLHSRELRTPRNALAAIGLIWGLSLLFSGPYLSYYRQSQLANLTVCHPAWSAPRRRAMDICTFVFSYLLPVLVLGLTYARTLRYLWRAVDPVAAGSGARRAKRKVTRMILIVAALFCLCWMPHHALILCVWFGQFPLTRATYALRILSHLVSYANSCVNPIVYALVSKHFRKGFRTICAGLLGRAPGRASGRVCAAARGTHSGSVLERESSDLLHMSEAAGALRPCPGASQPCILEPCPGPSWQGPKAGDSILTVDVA
Yeast life ext: yeast lifespan extension. actives 0.68% (n = 130,000). AID 775. S. cerevisiae growth with nicotinamide, OD615; deaD strain in restrictive glucose medium. inhibition of the nicotinamide effect, % at 10 µM;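 active = inhibition above a set limit, placed 3 SD over the median of all compounds, cut at about 26% in these data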;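 note: 0% = nicotinamide-treated wells and 100% = cells grown without nicotinamide; some compounds called inactive have numbers as strong as hits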
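System: DeaD-strain S. cerevisiae / Buffer or medium: CSMM-D, restrictive glucose (dextrose) synthetic minimal medium / Probe or stimulus: nicotinamide, 1.5 mM, co-present with compound / Compound: one concentration, 10 µM, DMSO 0.25% / Incubation: 48 h compound exposure at 30 °C, humidified / Technique: optical density (absorbance) at 615 nm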
Numbers without * were called inactive; · = no result given.

no.	compound	E-sel TNF inh	MRP1 act	BB579 growth dn	Measles CPE	PTEN del growth	NPY Y2 blocker	Phagocytosis inh	bCat KO growth	GALR2 blocker	Yeast life ext
1	Cc1ccccc1NC(=S)N(CCN(C)C)C(C)c1ccco1 (configuration not stated)	2.2	-2.1	-10.1	4.6	100.6	0.0	-4.5	98.8	5.0	-3.9
2	CN(C)CCN1C(=O)C(O)=C(C(=O)c2cc3ccccc3o2)C1c1ccc(N(C)C)cc1 (configuration not stated)	·	-0.4	-9.1	11.9	99.4	1.2	-0.4	96.1	-1.7	-5.5
3	CC(=O)C1=C(O)C(=O)N(C2CCCCC2)C1c1ccccc1 (configuration not stated)	-2.8	2.1	-38.7	9.1	92.2	4.7	·	87.7	4.9	·
4	NC(N)=NNC(=O)c1ccccc1Cl	-21.9	0.1	-35.2	3.3	106.8	-0.4	-5.5	102.7	6.7	1.6
5	COc1ccccc1CNC(=O)C1CCN(S(C)(=O)=O)CC1	16.1	-0.6	-29.3	11.2	102.2	-0.5	-0.9	93.3	2.9	-9.0
6	COC(=O)CCCCC1SCC(NC(=O)OC)C1NC(=O)OC (configuration not stated)	14.3	1.4	-60.2	2.5	112.0	1.8	·	98.7	0.2	-3.0
7	CN(C)c1ccc(C(=O)n2nnc3ccccc32)cc1	-6.8	-0.3	1.6	17.3	104.2	3.8	0.2	94.7	-9.1	0.6
8	CCc1ccc(-c2nc(CN3CCCC(C(=O)NCCc4ccc(OC)c(OC)c4)C3)c(C)o2)cc1 (configuration not stated)	·	-6.1	14.0	1.8	3.0*	13.6	·	1.9*	0.7	-9.6
9	CCOc1ccc(NC(=O)CNc2ccc(C)cc2Cl)cc1	-23.6	-2.6	-23.1	12.9	72.3	1.7	-1.1	86.5	-11.2	-6.0
10	O=C(Cn1cc(/C=N/NC(=O)c2ccccc2Br)c2ccccc21)Nc1ccc(F)cc1	11.2	-4.5	-17.6	4.1	74.2	-2.7	·	76.4	-3.0	5.4
11	CC(NC(=O)C1CCCN(C(=O)N(C)C)C1)c1ccccc1 (configuration not stated)	-29.0	-1.7	-29.4	8.3	94.9	-0.2	·	94.8	-6.9	-1.3
12	CCCCNC(=O)C1c2cc(OC)c(OC)cc2C(=O)N(C)C1c1ccc(OC)cc1 (configuration not stated)	7.2	-0.5	-26.3	20.9	105.3	1.1	-3.0	92.8	-5.8	-1.0
13	Cc1cc(C)nc(Sc2nc(C)nc3c2oc2ccccc23)n1	·	-5.6	-23.0	5.3	14.1	2.2	1.3	14.3	3.3	-33.9
14	CN(C)c1nc(OCC(=O)NC(C)(C)C)nc(N(C)C)n1	1.8	0.9	-4.0	5.6	110.5	-0.2	-0.4	103.1	1.4	4.8
15	COc1cccc(C(=O)N(Cc2ccco2)Cc2cc3cccc(C)c3[nH]c2=O)c1	-1.2	0.6	-20.9	2.3	79.3	1.1	-0.5	91.9	-6.0	-18.0
16	Cc1cccc(NC(=O)C2CCCN(C(=O)Nc3ccccc3)C2)c1C (configuration not stated)	0.9	-1.8	-33.3	4.2	89.2	-0.1	-0.3	89.9	-0.2	2.3
17	CCOc1cc(-c2cc(-c3ccccc3)nc(N)c2C#N)ccc1O	9.4	-2.0	-34.3	2.9	10.8	2.1	-0.5	10.5	2.0	-14.3
18	COc1ccc(NC(=O)CSc2nnc(-c3ccccn3)n2N)cc1	·	-0.7	3.7	26.8	94.8	1.4	0.2	101.0	5.5	-12.0
19	COC(=O)CCC(=O)Nc1ccc(C)cc1OC(=O)CCC(=O)OC	1.9	0.2	-41.8	17.1	109.0	3.3	0.2	84.7	1.4	-13.9
20	COc1ccc(NC(=O)CSc2nc3c(c(=O)[nH]2)CCC3)cc1OC	-19.6	-1.4	-36.5	7.8	102.9	1.1	-0.2	87.0	5.5	-19.3
21	CC([NH2+][O-])C(C)(C)NO (configuration not stated)	4.8	-1.1	-14.0	33.1	94.8	1.2	-2.3	95.5	16.4	6.4
22	CC(=O)c1cccc(NC(=O)c2ccc(NS(C)(=O)=O)cc2)c1	-37.0	-1.7	-32.1	8.6	99.5	0.1	·	96.8	-5.9	0.0
23	Clc1ccc(CSc2ncn(-c3ccccc3)n2)cc1	-14.5	-1.7	-10.1	14.1	79.4	4.4	·	73.0	-3.6	·
24	Cc1cc(C)n2nc(SCc3nnc(SCc4ccccc4C)s3)nc2n1	-4.8	0.4	-11.0	4.8	94.5	11.0	0.5	92.6	1.2	-5.3
25	CCOC(=O)c1cn(Cc2ccc(Br)cc2)nn1	16.7	0.6	-13.7	17.0	81.7	2.4	-13.2	95.2	-11.3	-5.0
26	Cc1ccc(NC(=O)/C(=C\c2cccnc2)NC(=O)c2ccco2)cc1	-51.9	-4.0	-28.6	18.2	55.0	1.4	-1.6	52.8	-4.3	-25.1
27	COC(=O)CCSc1nccn1Cc1ccccc1	-1.5	-1.0	-17.1	8.3	93.7	-1.9	-1.0	102.0	8.9	-2.4
28	COc1ccc(-c2noc(-c3ccccc3Cl)n2)cc1OC	-62.8	1.1	-62.5	4.7	89.5	5.9	-0.7	81.4	-3.1	-18.9
29	CCCn1c(=O)c2c(C(F)(F)F)cc(-c3ccco3)nc2n(CCC)c1=O	-23.3	-0.4	-52.4	5.8	84.4	1.9	·	81.3	-1.9	-12.8
30	Cc1sc(N)c(C#N)c1C	12.7	-2.4	-2.9	2.7	97.8	1.1	-0.9	96.2	-2.2	-4.9

Filtered by structure, those above containing a halogen.
no.	compound	E-sel TNF inh	MRP1 act	BB579 growth dn	Measles CPE	PTEN del growth	NPY Y2 blocker	Phagocytosis inh	bCat KO growth	GALR2 blocker	Yeast life ext
4	NC(N)=NNC(=O)c1ccccc1Cl	-21.9	0.1	-35.2	3.3	106.8	-0.4	-5.5	102.7	6.7	1.6
9	CCOc1ccc(NC(=O)CNc2ccc(C)cc2Cl)cc1	-23.6	-2.6	-23.1	12.9	72.3	1.7	-1.1	86.5	-11.2	-6.0
10	O=C(Cn1cc(/C=N/NC(=O)c2ccccc2Br)c2ccccc21)Nc1ccc(F)cc1	11.2	-4.5	-17.6	4.1	74.2	-2.7	·	76.4	-3.0	5.4
23	Clc1ccc(CSc2ncn(-c3ccccc3)n2)cc1	-14.5	-1.7	-10.1	14.1	79.4	4.4	·	73.0	-3.6	·
25	CCOC(=O)c1cn(Cc2ccc(Br)cc2)nn1	16.7	0.6	-13.7	17.0	81.7	2.4	-13.2	95.2	-11.3	-5.0
28	COc1ccc(-c2noc(-c3ccccc3Cl)n2)cc1OC	-62.8	1.1	-62.5	4.7	89.5	5.9	-0.7	81.4	-3.1	-18.9
29	CCCn1c(=O)c2c(C(F)(F)F)cc(-c3ccco3)nc2n(CCC)c1=O	-23.3	-0.4	-52.4	5.8	84.4	1.9	·	81.3	-1.9	-12.8

Going on with the list.
no.	compound	E-sel TNF inh	MRP1 act	BB579 growth dn	Measles CPE	PTEN del growth	NPY Y2 blocker	Phagocytosis inh	bCat KO growth	GALR2 blocker	Yeast life ext
31	O=C1CC(c2ccccc2)n2nc(NS(=O)(=O)c3ccccc3)nc2N1 (configuration not stated)	·	-0.2	-34.4	2.7	94.2	1.0	1.1	97.3	6.3	-3.6
32	CC(=O)Nc1ccc(C(=O)Nc2nc(-c3cc(C)n(Cc4ccccc4)c3C)cs2)cc1	·	0.7	-26.2	12.2	87.5	-1.6	-8.6	84.8	-5.8	-1.2
33	COc1cccc(Cn2nnc3c(=O)[nH]c(C4CCCN(C(=O)c5ccccc5Cl)C4)nc32)c1 (configuration not stated)	-7.9	-1.6	-1.9	7.4	91.8	4.5	·	103.5	1.7	-11.4
34	CC(=O)NCC(=O)N(c1ccccc1)C1(C(=O)NC2CCCCC2)CCCCC1	·	-3.0	-15.2	24.9	89.7	3.2	-4.1	85.9	5.7	2.0
35	CCOC(=O)CNC(=O)c1cnn2cccnc12	2.3	-1.0	-34.0	3.1	102.8	1.2	0.3	91.8	-0.6	1.5
36	Cc1cc(OCC(=O)NCc2nc(-c3ccccc3)no2)c(C)cc1Br	-18.5	0.1	-20.2	5.3	97.9	2.9	-2.5	91.0	9.9	-5.7
37	CN(C(=O)c1ccc2c(=O)n3c(nc2c1)CCCCC3)c1ccccc1	3.0	-3.1	-34.7	4.9	95.2	1.4	·	91.1	4.6	-1.6
38	COc1ccc2c(COC(=O)CNC(=O)C34CC5CC(CC(C5)C3)C4)cc(=O)oc2c1	·	-0.1	-29.9	9.9	88.4	2.1	-4.3	84.6	-3.3	-0.6
39	COc1ccccc1-n1c(SCC(=O)N2CCCCC2)nnc1-c1ccccc1O	·	-2.2	-23.1	17.6	90.4	1.2	-1.7	98.2	-2.8	-11.3
40	O=C(O)CCCC(=O)NCCCCc1ccccc1	-13.8	-0.4	-34.0	6.3	101.7	0.2	-0.7	97.5	5.6	-4.0
41	COc1cc(/C=N/OCC(=O)Nc2cc(C)on2)ccc1OCc1ccccc1	·	-1.5	-71.5	75.4*	81.4	2.9	-1.6	94.3	-10.5	3.4
42	CCC(C)(C)NC(=O)C(c1cccn1C)N(C(=O)Cn1nnc2ccccc21)c1ccc(F)cc1 (configuration not stated)	-12.5	-1.9	-70.7	·	41.5	-4.2	0.8	41.5	3.1	5.3
43	COC(=O)CSc1nc(C(C)C)nc2ccccc12	-2.5	-4.3	-42.4	14.0	96.2	7.7	-2.5	90.5	-9.8	-5.9
44	O=C(Cn1c(-c2ccc(Cl)cc2)noc1=O)N1CCN(c2ccccc2F)CC1	2.1	-3.5	-4.5	11.6	76.7	2.2	-0.8	89.9	5.1	2.7
45	O=C1c2ccccc2NC(c2ccccc2Br)N1CCCN1CCOCC1 (configuration not stated)	-0.4	-2.2	-19.5	13.1	98.0	6.4	-11.2	88.7	-3.2	-7.2
46	Cc1cccc(NC(=S)NCc2ccncc2)c1C	·	-4.0	-5.8	11.8	84.1	1.0	-3.2	97.8	14.6	10.2
47	COc1ccc(C2(CNC(=O)Cc3ccccc3)CCCC2)cc1OC	3.4	-2.8	-42.4	5.6	88.1	0.1	·	81.5	7.1	-11.8
48	CS(=O)(=O)NCCSCc1c(F)cccc1Cl	4.1	-1.2	-32.4	4.8	93.7	7.9	-2.6	97.0	-3.4	-5.7

Entries above with an NH in an aromatic ring:
no.	compound	E-sel TNF inh	MRP1 act	BB579 growth dn	Measles CPE	PTEN del growth	NPY Y2 blocker	Phagocytosis inh	bCat KO growth	GALR2 blocker	Yeast life ext
15	COc1cccc(C(=O)N(Cc2ccco2)Cc2cc3cccc(C)c3[nH]c2=O)c1	-1.2	0.6	-20.9	2.3	79.3	1.1	-0.5	91.9	-6.0	-18.0
20	COc1ccc(NC(=O)CSc2nc3c(c(=O)[nH]2)CCC3)cc1OC	-19.6	-1.4	-36.5	7.8	102.9	1.1	-0.2	87.0	5.5	-19.3
33	COc1cccc(Cn2nnc3c(=O)[nH]c(C4CCCN(C(=O)c5ccccc5Cl)C4)nc32)c1 (configuration not stated)	-7.9	-1.6	-1.9	7.4	91.8	4.5	·	103.5	1.7	-11.4
